H9c2 TAG inh – inhibitors of triacylglycerol accumulation. inhibition, % at 12.5 µM. 230,000 compounds, 0.66% hits. H9c2 cells, Nile Red lipid (TAG) fluorescence; cells loaded with 200 µM oleic acid;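 active = pattern-corrected inhibition of lipid staining of at least 50% with the nuclear-stain viability signal not falling by more than 50%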;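 note: 0% = DMSO wells and 100% = triacsin C control wells; some results filed as inactive read as strong as hits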
H9c2 TAG inh DAPI viability – also measured in H9c2 TAG inh; calls as there; DAPI nuclei signal change (viability), lower = more cytotoxic, %;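 whole-well DAPI fluorescence read on a plate reader as a viability signal; minus 50 percent equals half of cells still viable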
Active calls of the source: *. Some of the compounds tested. The share of hits here may be higher or lower than overall.

SMILES	H9c2 TAG inh	H9c2 TAG inh DAPI viability
CC(Sc1cccc[n+]1[O-])c1ccccc1 (stereo not given)	2	1
Cc1c(C(=O)Oc2cccc3cccnc23)oc2ccccc12	-4	7
Cc1cc(NC(=O)CCCn2cc([N+](=O)[O-])cn2)n(Cc2ccc(F)cc2)n1	-1	-12
Cc1ccc(NCCCn2ccc(NC(=O)OCc3ccccc3)nc2=O)cc1C	-5	-2
Cc1ccc(Cl)c(NC(=O)CN2CCNC(=O)C2)c1Cl	-9	12
CN(C)Cc1ccc(CNC(=O)c2ccc(Cl)c(S(=O)(=O)NC3CC3)c2)cc1	14	-4
O=C(Cn1ccc(NC(=O)OCc2ccccc2)nc1=O)NCCc1c[nH]c2ccccc12	13	-7
CN(c1ccc(OCC(=O)NC2CCC(O)CC2)cc1)S(=O)(=O)c1ccc(Cl)cc1 (stereo not given)	-18	2
Cc1ccc(Cl)cc1NC(=O)c1cc(S(=O)(=O)N2CCOCC2)cn1C	4	11
COc1ccc(CN(C)Cc2nc(Cc3cccc(F)c3)no2)c2cccnc12	-28	-11
CCC(C(=O)NC1CCCC1)n1c(SCc2cccc(C)c2)nc2ccncc21 (stereo not given)	-12	10
CN(C)C(=S)Nc1nc2ccccc2s1	44	-27
N/C(Cn1cncn1)=N\OC(=O)c1ccc(Cl)cc1	9	4
CC(=O)Nc1ccc(S(=O)(=O)N2CCN(CC3CC4C=CC3C4)CC2)cc1 (stereo not given)	-2	2
O=C(NCC(c1cccs1)N1CCOCC1)c1cc(S(=O)(=O)N2CCOCC2)ccc1F (stereo not given)	1	-7
OCC[C@@H]1C[C@H](O)[C@@H](O)[C@]2(OCc3ccc4ccccc4c32)O1	-10	-1
CCOC(=O)c1[nH]c2ccc(F)cc2c1N=C(C)N(CC)CC	-48	-5
CCn1nc(C(=O)N2CCc3ccccc32)c2ccccc2c1=O	-1	-8
CCCC1=C(C(=O)OCC)C(c2ccccc2OC)NC(=O)N1 (stereo not given)	0	-2
CC(C)CCn1c(SCCN2CCOCC2)nc2c1c(=O)[nH]c(=O)n2C	-7	5
Cc1ccc(OCC(=O)NC2CC(C)(C)NC(C)(C)C2)cc1C	-4	3
O=C(c1ccccn1)N1CCCC(N2CCN(Cc3ccc4c(c3)OCO4)CC2)C1 (stereo not given)	-10	1
O=C(CN1CCN(c2ccccc2F)CC1)c1ccc2c(c1)OCO2	9	3
CCCOc1ccccc1-c1nc2c([nH]1)c(=O)[nH]c(=O)n2C	-4	-5
O=C(CN1C(=O)/C(=C2/SC(=S)N(CCS(=O)(=O)O)C2=O)c2ccccc21)Nc1cccc(C(F)(F)F)c1	8	1
O=C(Nc1ccccc1C(=O)O)c1cc(S(=O)(=O)Nc2cccc(F)c2)ccc1Cl	-9	-1
Cc1ccc(S(=O)(=O)c2nc(NC3CCS(=O)(=O)C3)sc2Cl)cc1 (stereo not given)	-24	-4
C/C(=N\NC(=O)c1ccc(O)cc1)c1ccc2c(c1)OCCO2	6	4
COC(=O)c1ccccc1S(=O)(=O)N1CCC(C(=O)OCC(=O)NCC(F)(F)F)CC1	3	-12
CC(C(=O)NCC1CCCO1)c1ccc([N+](=O)[O-])cc1 (stereo not given)	21	-3
Cc1ccccc1N1CCN(C2=NC(=O)/C(=C\c3cccs3)S2)CC1	1	0
Nc1ccc2c(S(=O)(=O)O)cccc2c1S(=O)(=O)O	18	-3
COc1ccccc1CNC(=O)CSc1cc(=O)n(C)c2ccccc12	-21	-8
Cc1ccc(S(=O)(=O)N2C[C@H]3n4c(=O)ccc(=O)n4C[C@H](OC(=O)Nc4c(C)noc4C)[C@@]3(O)C2)cc1	-1	2
COc1cccc(NC(=O)CN(C)CC(=O)NCc2ccc3c(c2)OCO3)c1	-17	-4
OC(Cc1cccnc1)(c1ccccc1)c1ccccc1	2	3
CN(C)CCCNS(=O)(=O)c1cc(Cl)c(Cl)cc1Cl	6	1
CC1(C(=O)OCC(=O)NCc2ccc(Cl)cc2)CC1(Cl)Cl (stereo not given)	-4	0
Cc1noc(C)c1S(=O)(=O)N(CC(=O)N1CCCCCC1)c1ccc(C(C)C)cc1	9	0
CC1=C(C(=O)OCc2ccccc2)C(c2ccc(Br)cc2)NC(=O)N1CCCCCC(=O)O (stereo not given)	-1	-2
CC1(C(=O)Nc2cnc3ccccc3c2)CCN1C(=O)CCc1ccccc1 (stereo not given)	11	-6
COC(CNC(=O)c1ccc(N2CCCC2=O)cc1)OC	-15	4
Cc1cc(C)n(CCOc2ccc(Br)cc2)n1	-32	6
O=C(O)c1cc(S(=O)(=O)N2CC3CC3C2C(=O)O)c(Cl)cc1Cl (stereo not given)	14	-3
CCCn1c(C(O)c2cc(OC)ccc2OC)nc2ccccc21 (stereo not given)	-4	-10
CCN(C(=O)c1c(N)cnn1C)c1ccccc1	1	-7
Cc1c(Cc2ccc3c(c2)OCO3)sc(NC(=O)C2CC2)c1C(N)=O	-10	-1
COc1cc(OC)cc(C(=O)N[C@H](C(=O)OCC(=O)NC(=O)c2cccn2C)C(C)C)c1	10	3
CCOC(=O)N1CCN(C(=O)COC(=O)c2cccc(S(C)(=O)=O)c2)CC1	-13	1
Cc1ccc(/C=C/C(=O)O)cc1S(=O)(=O)NCCO	-1	-2
CCOC(=O)c1cccc(NC(=O)C2CCC(CNc3c(N4CCOCC4)c(=O)c3=O)CC2)c1 (stereo not given)	-2	3
O=S(=O)(c1ccc(Cl)c(C(F)(F)F)c1)N1CCN(CC(O)COCC2CCCO2)CC1 (stereo not given)	-5	1
Cc1cc(NC(=O)COc2ccc([N+](=O)[O-])cc2)no1	-18	8
CCc1nc2ccc(C(=O)Nc3cc(-c4ccccc4)ccc3OC)cn2c1N(C)Cc1ccc(Cl)cc1	47	-15
CC(=O)Nc1ccc(S(=O)(=O)Nc2nnc(C(C)(C)C)s2)cc1	12	-1
CS(=O)(=O)c1ccc(Cl)c(NC(=O)Cc2c(F)cccc2Cl)c1	1	5
CCO[C@@H]1OC(C(=O)NCc2nc3ccccc3[nH]2)=C[C@H](c2cn(C(C)=O)c3ccccc23)[C@H]1CCCO	53*	-12*
CCOC(=O)C1=C(C)NC(C)=C(C(=O)OCC)C1c1ccc(OC)cc1	7	-11
CN(c1ccccc1)S(=O)(=O)c1cccc(C(=O)NCc2ccccc2CN2CCCC2)c1	-1	2
c1ccc2c(c1)Nc1nccnc1S2	-14	6
The listing continues.
SMILES	H9c2 TAG inh	H9c2 TAG inh DAPI viability
COCCNC(=O)C1(C)Cc2c(-c3cccc(C(N)=O)c3)ccnc2O1 (stereo not given)	-2	5
O=C(CNCc1ccccn1)N1CCc2ccccc2C1	7	-8
Cc1ccc(C)c(NC(=O)C(Sc2nc3ccc(C)cc3[nH]2)c2ccccc2)c1 (stereo not given)	-5	0
CCN1CCN(c2cc(C)c3cc(NC(=O)Cc4ccc(OC)c(OC)c4)ccc3n2)CC1	36	-1
CCOP(=O)(OCC)C(NC(=O)c1cc([N+](=O)[O-])cc([N+](=O)[O-])c1)C(F)(F)F (stereo not given)	-7	10
N#CCCn1cc(C(=O)CN2C(=O)NC3(CCc4ccccc43)C2=O)c2ccccc21 (stereo not given)	41	-15
COc1ccc(NS(=O)(=O)c2cc(NC(=O)CC3CCCC3)ccc2N2CCOCC2)cc1	22	-7
CC1=NNC(=O)C1CC(=O)N/N=C/c1ccc(C)o1 (stereo not given)	1	4
CC1CCCCC1NC(=O)Cn1c(=O)cnc2ccccc21 (stereo not given)	-2	7
CCCc1nn(C)c2c(=O)[nH]c(-c3cc(S(=O)(=O)Nc4ccc(NC(C)=O)cc4)ccc3OCC)nc12	21	-12
O=C(C1CCC1)N1CCc2cc(S(=O)(=O)NCc3cccnc3)ccc21	-28	8
CC(=O)NC12CC3CC(C1)CC(C(=O)N1CCN(S(=O)(=O)c4cccc(F)c4)CC1)(C3)C2	-4	2
CN1CCC(N(C)C(=O)/C=C/c2cn(-c3ccccc3)nc2-c2cccs2)CC1	28	133
CCOc1ccc(CN2CCN(CC3=Cc4cccc(OC)c4OC3)CC2CCO)cc1 (stereo not given)	-15	18
CC(=O)Nc1ccc(N2CCOCC2)c([N+](=O)[O-])c1	1	-8
COc1ccc2cc(CCNC(=O)c3cccs3)c(=O)[nH]c2c1	-15	9
CCCOc1ccc(OC(=O)Cc2ccc(OC)c(S(=O)(=O)N3CCOCC3)c2)cc1	-2	-11
O=C(CSc1nnc(NC(=O)C2CC(=O)N(c3ccccc3)C2)s1)NC1CCCC1 (stereo not given)	-7	2
CC(=O)Nc1ccc(S(=O)(=O)Oc2ccc(/C=C3\SC(N)=NC3=O)cc2)cc1	-12	21
CC(=O)NC(c1ccccc1)c1nc(-c2cccc(C(C)C)c2)cs1 (stereo not given)	9	-1

An excerpt of these results, with values under each structure:
The line under a structure holds: H9c2 TAG inh | H9c2 TAG inh DAPI viability
O=C(CNCc1ccccn1)N1CCc2ccccc2C1
→ 7 | -8
Cc1ccc(C)c(NC(=O)C(Sc2nc3ccc(C)cc3[nH]2)c2ccccc2)c1 (stereo not given)
→ -5 | 0
CCN1CCN(c2cc(C)c3cc(NC(=O)Cc4ccc(OC)c(OC)c4)ccc3n2)CC1
→ 36 | -1
CCOP(=O)(OCC)C(NC(=O)c1cc([N+](=O)[O-])cc([N+](=O)[O-])c1)C(F)(F)F (stereo not given)
→ -7 | 10
N#CCCn1cc(C(=O)CN2C(=O)NC3(CCc4ccccc43)C2=O)c2ccccc21 (stereo not given)
→ 41 | -15
COc1ccc(NS(=O)(=O)c2cc(NC(=O)CC3CCCC3)ccc2N2CCOCC2)cc1
→ 22 | -7
CC1=NNC(=O)C1CC(=O)N/N=C/c1ccc(C)o1 (stereo not given)
→ 1 | 4
CC1CCCCC1NC(=O)Cn1c(=O)cnc2ccccc21 (stereo not given)
→ -2 | 7
CCCc1nn(C)c2c(=O)[nH]c(-c3cc(S(=O)(=O)Nc4ccc(NC(C)=O)cc4)ccc3OCC)nc12
→ 21 | -12
O=C(C1CCC1)N1CCc2cc(S(=O)(=O)NCc3cccnc3)ccc21
→ -28 | 8
CC(=O)NC12CC3CC(C1)CC(C(=O)N1CCN(S(=O)(=O)c4cccc(F)c4)CC1)(C3)C2
→ -4 | 2
CN1CCC(N(C)C(=O)/C=C/c2cn(-c3ccccc3)nc2-c2cccs2)CC1
→ 28 | 133
CCOc1ccc(CN2CCN(CC3=Cc4cccc(OC)c4OC3)CC2CCO)cc1 (stereo not given)
→ -15 | 18
CC(=O)Nc1ccc(N2CCOCC2)c([N+](=O)[O-])c1
→ 1 | -8
COc1ccc2cc(CCNC(=O)c3cccs3)c(=O)[nH]c2c1
→ -15 | 9
CCCOc1ccc(OC(=O)Cc2ccc(OC)c(S(=O)(=O)N3CCOCC3)c2)cc1
→ -2 | -11
O=C(CSc1nnc(NC(=O)C2CC(=O)N(c3ccccc3)C2)s1)NC1CCCC1 (stereo not given)
→ -7 | 2
CC(=O)Nc1ccc(S(=O)(=O)Oc2ccc(/C=C3\SC(N)=NC3=O)cc2)cc1
→ -12 | 21
CC(=O)NC(c1ccccc1)c1nc(-c2cccc(C(C)C)c2)cs1 (stereo not given)
→ 9 | -1

Next part.
SMILES	H9c2 TAG inh	H9c2 TAG inh DAPI viability
Cc1[nH]n(-c2ccccc2)c(=O)c1C=Nc1cccc(F)c1	8	-5
Nc1cc2c(cc1O)CCCC2	10	-4
CC1(c2ccccc2)NC(=O)N(CC(=O)N2CCN(S(=O)(=O)c3cccc([N+](=O)[O-])c3)CC2)C1=O (stereo not given)	0	2
NS(=O)(=O)c1ccc(NC(=O)COC(=O)c2cccc(S(=O)(=O)N3CCCC3)c2)cc1	2	1
CCCSc1cc(=O)n(-c2ccc(F)cc2)nc1C(=O)OCC	-19	-3
CCC(CC)C(=O)N(C)c1c(C)nc2c(OCC3CCCCC3)cccn12	11	-2
CCOC(=O)CCc1c(C)nc2cc(-c3ccc(Cl)cc3)[nH]n2c1=O	1	-12
CS(=O)(=O)c1ccc(NC(=O)c2ccccc2-n2cnnn2)cc1	-11	1
COc1ccc(Nc2nc(OC)nc(N3CCOCC3)n2)cc1	6	-5
CN(C)S(=O)(=O)c1cccc(NC(=O)COC(=O)C2CCN(C(=O)c3ccc(F)cc3)CC2)c1	-4	1
CCOC(=O)c1ccccc1NC(=O)c1c(F)c(F)c(F)c(F)c1F	15	-21
COc1ccc(C2NC(=S)N3C(c4ccc(OC)cc4)NC(=S)N23)cc1 (stereo not given)	17	-10
Cc1cccc(C(C)n2nnc3ccccc32)c1O (stereo not given)	-1	-5
Cc1ccc(S(=O)(=O)NC(CC(C)C)C(=O)N2CCN(C/C=C/c3ccccc3)CC2)cc1 (stereo not given)	-29	5
Cc1ccccc1C(=O)NCC(c1ccco1)N1CCc2ccccc2C1 (stereo not given)	-5	-12
CCn1nnc2cc(C(=O)OCC(=O)N(C)Cc3cccc(F)c3)ccc21	-4	0
O=C(Nc1ccccc1C(=O)N1CCCCCC1)c1cccc(S(=O)(=O)N2CCOCC2)c1	-5	-10
CC(=O)NC1(c2ccccc2)CCN(c2nc(C)cc(C)n2)CC1	3	10
Cc1nc2ccccc2nc(C)c1=NOCc1ccccc1Cl	-7	9
CCN(CC)CCC(c1ccc2c(c1)OCO2)c1c(O)cc(OC)cc1OC (stereo not given)	29	-10
Cc1ccc(S(=O)(=O)NCc2nc3nc(C)cc(C)n3n2)c(C)c1	8	0
Cn1cnnc1SCC(=O)Nc1ccccc1C(=O)NC1CC1	3	-2
COC(=O)c1c(-c2c(Cl)cccc2Cl)noc1NC(=O)NN1CCOCC1	-11	11
CC(C)N(Cc1nccn1C)C(=O)c1ccc(OC2CCN(C(=O)C3CC3)CC2)cc1	10	0
NC(=O)CN(c1ccc([N+](=O)[O-])cc1)S(=O)(=O)c1ccccc1	9	3
N#C/C(=C\c1ccccc1)C(=O)Nc1cccnc1	-1	2
